SUMO1-SIM PPI = SUMO1-SIM interaction modulation; P63165; SUMO1 binding to a labelled peptide, TR-FRET, 1 h; AID 602429; inhibition, % at 20 µM; 0.33% of 360,000 active; in the data active = inhibition above about 37%
Rin1 Abl inh = human Rin1-Abl interaction inhibition; TR-FRET Rin1/Abl binding, biochemical; inhibition, % at 7.35 µM; 0.4% of 360,000 active; AID 588664; in the data active = inhibition above about 5%, passing the limit was not always enough
CSN inh = blocks human CSN-mediated cullin deneddylation; Q92905; Purified CSN, SCF-Nedd8-OG deneddylation, fluorescence polarization; inhibition, % at 12.5 µM; 0.38% of 360,000 active; AID 651999;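 active = pattern-corrected inhibition above about 35%, with an unprinted fluorescence ratio check between 0.5 and 1.5, limit read from the data, passing the limit was not always enough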;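 note: 0% = enzyme with substrate and 100% = substrate without enzyme; some results filed as inactive read as strong as hits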
Target sequence (Q92905 whole entry, looked up, one chain of several): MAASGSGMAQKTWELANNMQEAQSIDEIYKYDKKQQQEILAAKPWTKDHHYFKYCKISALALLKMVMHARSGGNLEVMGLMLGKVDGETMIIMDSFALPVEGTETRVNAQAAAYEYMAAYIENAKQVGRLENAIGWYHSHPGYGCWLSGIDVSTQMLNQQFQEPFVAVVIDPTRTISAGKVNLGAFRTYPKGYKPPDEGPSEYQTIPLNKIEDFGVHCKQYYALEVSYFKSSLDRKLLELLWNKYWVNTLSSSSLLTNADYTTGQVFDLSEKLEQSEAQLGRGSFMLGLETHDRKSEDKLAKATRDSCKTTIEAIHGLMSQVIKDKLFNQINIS
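assay system = purified human Csn5 enzyme expressed in HEK293T cells | amount = 0.24 nM enzyme | buffer or medium = Tris/NaCl/DTT buffer, pH 7.5 | reagent = 10 nM SCFSkp2-Nedd8OG | compound = one concentration, 12.5 µM, 0.25% DMSO | times = 90 min reaction at room temperature | signal = FP | read-out basis = % inhibition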
STEP inh = inhibitors of human striatal-enriched phosphatase STEP. P54829. recombinant STEP, OMFP fluorogenic substrate, fluorescence. inhibition, % at 20 µM. 0.25% of 360,000 active;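 active = inhibition at 20 µM, scaled per plate between control wells, above about 37%, limit read from the data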;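 note: 0% = DMSO with enzyme and substrate and 100% = substrate only without enzyme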
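System: STEP (striatal-enriched tyrosine phosphatase) enzyme, cell-free; medium: Bis-Tris pH 6.0 buffer with DTT, detergent; dosing: 20 µM, 1% DMSO; times: reaction 20 min, ambient temperature; detection: fluorescence, 480/540 nm; read-out basis: normalized % inhibition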
Rpn11 inh = Rpn11 (human) deubiquitinase inhibition. O00487. human 26S proteasome, Ub4-pepOG fluorescence polarization; 20S core pre-blocked with epoxomicin. calls only at 20 µM. 0.59% of 360,000 active;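 active = inhibition at 20 µM, scaled to each plate's controls, above about 33%, limit read from the data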
Target sequence (O00487 whole entry, looked up): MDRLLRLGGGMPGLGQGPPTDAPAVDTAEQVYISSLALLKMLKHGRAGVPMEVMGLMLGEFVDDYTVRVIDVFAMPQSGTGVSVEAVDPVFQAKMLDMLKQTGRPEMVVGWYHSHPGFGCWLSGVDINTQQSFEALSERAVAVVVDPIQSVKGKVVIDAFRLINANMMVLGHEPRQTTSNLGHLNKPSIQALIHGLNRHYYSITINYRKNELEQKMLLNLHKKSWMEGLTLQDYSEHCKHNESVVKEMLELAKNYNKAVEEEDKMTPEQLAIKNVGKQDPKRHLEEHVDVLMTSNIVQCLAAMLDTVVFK
LMPTP inh = blocks human LMPTP phosphatase | inhibition, % at 20 µM | AID 651560 | recombinant LMPTP-A, OMFP fluorogenic substrate, fluorescence intensity | 0.22% of 360,000 active;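 active = compounds that cut the enzyme signal by at least half of the control window in the single-dose screen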;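 note: plate controls were DMSO wells with enzyme plus substrate for no effect and substrate without enzyme for full effect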
Target sequence (P24666 whole entry, looked up): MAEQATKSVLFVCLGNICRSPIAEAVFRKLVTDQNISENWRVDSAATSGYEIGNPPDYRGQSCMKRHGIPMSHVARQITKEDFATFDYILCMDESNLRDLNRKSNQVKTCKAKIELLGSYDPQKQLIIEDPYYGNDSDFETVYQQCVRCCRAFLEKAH
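Test system: LMPTP-A phosphatase enzyme. Amount: LMPTP-A at 0.625 nM final in the reaction. Reagent: OMFP substrate, 400 µM final. Times: 50 min at room temperature. Signal: endpoint fluorescence intensity from OMFP dephosphorylation. Read-out basis: % inhibition. Benchmarks: no-enzyme and uninhibited controls.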
NadD inh = inhibitors of Staphylococcus aureus NadD; purified NadD enzyme, colorimetric absorbance read-out; inhibition, % at 20 µM; 0.78% of 360,000 active; in the data active = inhibition above about 26%; note: some compounds past the cut are filed as inactive
Neddyl block = inhibitors of human cullin neddylation. calls only at 25 µM. AID 651699. P61081+Q13564. TR-FRET cullin neddylation, biochemical. 0.58% of 360,000 active; in the data active = inhibition above about 36%
Scp1 inh = inhibitors of human Scp-1 phosphatase; AID 493091; Recombinant Scp1, phosphopeptide, malachite green phosphate absorbance; Q9GZU7; 0.88% of 340,000 active; inhibition, % at 20 µM;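 active = inhibition above about 50% at 20 µM, limit read from the data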;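 note: plate controls were DMSO wells with enzyme for no effect and wells lacking enzyme for full effect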
Target sequence (Q9GZU7 76-261 limits assumed): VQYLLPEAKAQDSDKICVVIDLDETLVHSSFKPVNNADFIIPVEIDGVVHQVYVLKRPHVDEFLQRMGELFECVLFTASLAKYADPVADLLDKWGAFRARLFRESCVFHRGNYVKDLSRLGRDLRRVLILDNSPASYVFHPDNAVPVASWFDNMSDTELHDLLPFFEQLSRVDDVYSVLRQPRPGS
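Test system: SCP-1 phosphatase catalytic domain, residues 76-261 | Compound dosing: One concentration, 20 µM, with 1.0% DMSO | Schedule: 45 min room-temperature reaction, 5 min colour, 30 min stabiliser | Detection: Absorbance at 630 nm | Read-out basis: % inhibition of SCP-1 phosphate liberation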
DNMT1 inh = DNMT1 (human) enzyme inhibition; P26358; inhibition (reported as % activation of signal), % at 10 µM; 0.83% of 360,000 active; DNMT1 molecular beacon, Hinp1I cleavage, fluorescence; in the data active = inhibition above about 50%
Active calls of the source: *; i = inactive; · = not tested or not shown.

SMILES | SUMO1-SIM PPI | Rin1 Abl inh | CSN inh | STEP inh | Rpn11 inh | LMPTP inh | NadD inh | Neddyl block | Scp1 inh | DNMT1 inh
N/C(=N\OC(=O)c1ccccc1Cl)c1cccnc1 | 0 | -2 | 0 | 0 | i | -1.9 | 1 | i | 3 | 0
Cc1cc(OC(=O)c2cc(Br)ccc2Cl)c([N+](=O)[O-])c(=O)[nH]1 | -1 | 0 | -4 | 2 | i | -0.8 | 1 | i | -10 | 2
CCN(CC)CCCNC(=O)CNC(=O)c1nn(-c2ccc(OC)c(OC)c2)c(=O)c2ccccc12 | -8 | -2 | -6 | 0 | i | 0.2 | 0 | i | -6 | 1
CCOc1ccccc1N1C(=O)CC(Sc2ncccc2C(=O)O)C1=O (configuration not stated) | 2 | 3 | -1 | -5 | i | -0.7 | -2 | i | -7 | 0
CCOC(=O)N1CCC(N(CCN(C)C)C(=S)Nc2cc(Cl)cc(Cl)c2)CC1 | 0 | -1 | 1 | 7 | i | -2.4 | -3 | i | -11 | 0
O=C(C1CCCN(Cc2ccccc2C(F)(F)F)C1)N1CCCCC1 (configuration not stated) | 2 | 0 | 0 | 0 | i | -2.1 | -4 | i | -2 | 6
Cc1nc(-c2ccccc2)sc1-c1ccnn1C | -4 | -1 | 11 | 1 | i | 1.6 | 1 | · | -1 | -2
CC(=O)N1CCCc2cc(S(=O)(=O)Nc3cccc(C)c3C)ccc21 | -4 | 2 | 3 | -1 | i | 1.4 | 10 | i | -3 | 0
CCOc1ccc(-c2cc(C(=O)O)c3ccccc3n2)c(OCC)c1 | 1 | -4 | 1 | -1 | i | -1.8 | -1 | i | 0 | 1
Nc1ccc(C(=O)OCC(=O)NC2CCCc3ccccc32)cc1[N+](=O)[O-] (configuration not stated) | -11 | -3 | -3 | 2 | i | 0.4 | -9 | i | 1 | -2
COc1ccc(S(=O)(=O)NCC(c2cccnc2)N2CCN(c3ccc(F)cc3)CC2)cc1C (configuration not stated) | -2 | 3 | -4 | -4 | i | 0.2 | 2 | i | 3 | -4
COc1ccc(S(=O)(=O)Nc2cc(C)ccn2)cc1OC | 2 | -3 | 1 | -3 | i | -0.2 | -4 | i | 0 | -2
CC(=O)Nc1ccc(NC(=O)C(C)N(C)CC(=O)Nc2ccccc2Br)cc1 (configuration not stated) | 3 | 2 | -3 | 0 | i | -1.7 | -5 | i | 1 | 3
COCCSc1nnc(NC(=O)Cc2ccccc2OC)s1 | 3 | 0 | -1 | -1 | i | 0.9 | -3 | i | -7 | 0
CCOC(=O)C1(C)NC(c2ccco2)C2C(=O)N(CC)C(=O)C21 (configuration not stated) | -1 | -1 | -8 | -2 | i | -0.7 | 1 | i | -13 | 2
Cc1ccc(-c2cc(C(=O)N3CCCCC3)c3ccccc3n2)cc1C | -2 | 0 | -6 | 2 | i | -0.2 | 1 | i | -3 | -5
COC(=O)c1c(NC(=O)CN2CCN(C(=O)c3ccco3)CC2)c2cc(C)ccc2n1C | -6 | 2 | 7 | 0 | i | -0.6 | -1 | i | -7 | 1
CC(=O)c1cc2c(cc1NS(=O)(=O)c1ccccc1)OCO2 | 0 | -5 | 1 | 2 | i | 0.1 | -1 | i | -7 | 0
CC(=O)NS(=O)(=O)c1ccc(NS(=O)(=O)c2ccc3ccccc3c2)cc1 | -4 | -3 | -3 | -2 | i | -0.7 | -1 | i | -8 | -5
O=C1CC2(CCN(C(=O)c3ccccc3F)CC2)Oc2ccccc21 | 3 | 1 | -8 | -3 | i | -1.2 | 5 | i | -7 | 0
CSCC(C)N1CCC(n2nccc2NC(=O)CCOc2ccccc2)CC1 (configuration not stated) | -3 | -1 | -1 | 4 | i | 3.0 | -5 | i | 1 | -2
O=C(CCCc1nc(-c2ccc(Cl)cc2)no1)NCC1CCCO1 (configuration not stated) | -2 | 0 | 4 | 1 | i | -0.8 | 0 | i | -5 | -2
CNc1nc(SC)nc2ccccc12 | 0 | -2 | -2 | 0 | i | 4.8 | -9 | i | -2 | 1
O=C(COC(=O)c1ccc(F)c(S(=O)(=O)N2CCOCC2)c1)NCc1ccc(F)cc1 | -1 | 3 | -2 | 0 | i | -1.3 | -6 | i | 3 | 1
CCOC(=O)C(C(=O)OCC)C(Nc1ccccc1)c1ccccc1 (configuration not stated) | -4 | 0 | -24 | 1 | i | 0.1 | -1 | i | -8 | 2
Cc1nonc1CC(=O)NC1CCCc2c1cnn2-c1ccc(F)cc1F (configuration not stated) | -6 | 1 | 6 | 0 | i | -0.9 | -1 | i | -5 | -1
COC(=O)[C@@]1(Cc2ccc(F)cc2)[C@H]2c3cc(C(=O)N4CCCC4)n(Cc4ccc(OC(F)(F)F)cc4)c3C[C@H]2CN1C(=O)c1ccccc1 | 1 | · | 2 | · | · | 6.1 | 14 | i | · | ·
COc1cc(C2CC(=O)N(c3ccc(C)cc3)C(=O)C2)cc(OC)c1OC | -1 | 1 | 0 | 0 | i | -2.2 | -2 | i | -3 | -3
O=C1COc2ccc(S(=O)(=O)Nc3ccc4c(c3)OCO4)cc2N1 | 3 | 0 | 1 | -1 | i | -0.3 | -6 | i | -1 | -5
COCc1cc(C)nc(SCc2ccc(F)cc2)c1C#N | 1 | -1 | -3 | 1 | i | 1.1 | -12 | i | -5 | 1

Some of these compounds in order of number of heavy atoms, highest first:
SMILES | SUMO1-SIM PPI | Rin1 Abl inh | CSN inh | STEP inh | Rpn11 inh | LMPTP inh | NadD inh | Neddyl block | Scp1 inh | DNMT1 inh
COc1ccc(S(=O)(=O)NCC(c2cccnc2)N2CCN(c3ccc(F)cc3)CC2)cc1C (configuration not stated) | -2 | 3 | -4 | -4 | i | 0.2 | 2 | i | 3 | -4
COCCSc1nnc(NC(=O)Cc2ccccc2OC)s1 | 3 | 0 | -1 | -1 | i | 0.9 | -3 | i | -7 | 0
CNc1nc(SC)nc2ccccc12 | 0 | -2 | -2 | 0 | i | 4.8 | -9 | i | -2 | 1

Record cards (already shown). Screens in order: SUMO1-SIM PPI | Rin1 Abl inh | CSN inh | STEP inh | Rpn11 inh | LMPTP inh | NadD inh | Neddyl block | Scp1 inh | DNMT1 inh
Listed for COC(=O)c1c(NC(=O)CN2CCN(C(=O)c3ccco3)CC2)c2cc(C)ccc2n1C → -6 | 2 | 7 | 0 | i | -0.6 | -1 | i | -7 | 1
Listed for CC(=O)N1CCCc2cc(S(=O)(=O)Nc3cccc(C)c3C)ccc21 → -4 | 2 | 3 | -1 | i | 1.4 | 10 | i | -3 | 0

(continued)
SMILES | SUMO1-SIM PPI | Rin1 Abl inh | CSN inh | STEP inh | Rpn11 inh | LMPTP inh | NadD inh | Neddyl block | Scp1 inh | DNMT1 inh
CCCCCCOC(=O)C(C#N)c1nc2ccccc2nc1N1CCN(C)CC1 (configuration not stated) | -10 | -8 | -4 | 9 | i | 1.1 | 2 | i | 3 | -15
COC(=O)[C@@]12C[C@@H](CC(=O)NCc3cccc4ccccc34)C(=O)N(Cc3ccc4c(c3)OCO4)C1=CCC(C)(C)C2 | -5 | · | -4 | · | · | 2.6 | · | i | · | ·
COc1ccc(-c2nn3c(-c4ccco4)nnc3s2)cc1OC | 1 | -29 | -3 | 1 | i | 3.6 | 16 | i | 3 | 2
CCCn1ncc(CN2CCC(N3CCC(C(=O)N4CCOCC4)CC3)CC2)c1C | -3 | -2 | 0 | -1 | i | -2.6 | -8 | i | -3 | 1
CCOC(=O)c1ccc(NC(=O)N2CCN(Cc3ccccc3)CC2)cc1 | 0 | 6 | 3 | -3 | i | -2.1 | -1 | i | -1 | -1
COc1cc(CC(=O)OCC(=O)N2CC(=O)Nc3ccccc32)cc(OC)c1OC | 1 | -5 | -9 | 0 | i | -0.2 | -4 | i | -7 | 2
O=C(NCc1cccs1)c1cnc2ccccn2c1=O | -11 | -4 | 1 | -2 | i | -1.7 | 5 | i | -3 | 4
C[C@H]1CN([C@@H](C)CO)C(=O)CCCn2cc(nn2)CO[C@@H]1CN(C)C(=O)Nc1ccnc(N2CCOCC2)c1 | -3 | 1 | 3 | -3 | i | -1.2 | 5 | i | · | 2
CCCNC(=O)C(Cc1ccccc1)NC(=O)c1cccc([N+](=O)[O-])c1 (configuration not stated) | -22 | 4 | 2 | -2 | i | -2.4 | -3 | i | -14 | 4
O=C(O)C1C(c2ccccc2)C(C(=O)OCCCO)C1c1ccccc1 (configuration not stated) | 0 | 1 | 4 | 2 | i | -1.5 | 8 | i | -5 | 5
COc1ccc(CCN2C(=O)/C(=C\c3ccco3)SC2=S)cc1OC | -6 | -3 | 15 | 2 | i | 3.1 | -9 | i | -11 | -13
O=C(NNc1nc(-c2ccc(Cl)cc2)cs1)c1ccco1 | -8 | 5 | -11 | 2 | i | -0.4 | -4 | i | -4 | 9
COc1ccc(CCNC(=O)C2CCC(=O)N2CCc2ccccc2)cc1OC (configuration not stated) | -1 | -3 | 3 | 1 | i | -1.0 | -5 | i | 3 | -1
CCOC(=O)c1ccc(NC(=O)N2CCN(Cc3cccc(F)c3)CC2)cc1 | -1 | 1 | 3 | 3 | i | -1.2 | 1 | i | -2 | -6
Cc1cccn2c(=O)c(C(=O)NC3CC(C)CC(C)(C)C3)c(O)nc12 (configuration not stated) | -2 | -1 | 5 | 1 | i | 3.0 | 26 | i | -3 | 3
N#CCCn1cc(/C=N/NC(N)=S)c(-c2ccccc2)n1 | 1 | -2 | 107* | 1 | i | -0.3 | -2 | i | 7 | 6
O=c1oc2ccc(Br)cc2cc1S(=O)(=O)c1ccc(F)cc1 | -7 | 0 | -3 | 0 | i | -1.2 | -2 | i | -6 | 6
CCN(CC)CCNC(=S)Nc1ccc2nc(N3CCN(C)CC3)cc(C)c2c1 | -18 | -1 | -1 | 7 | i | 12 | -2 | i | -22 | -2
COc1cccc(NC(=O)NCC2CCN(Cc3ccc(F)cc3)CC2)c1 | 4 | 3 | -2 | -1 | i | -2.3 | -4 | i | -11 | -1
CCN(CC)C(=O)CSc1nnc2sc3ccccc3n12 | 6 | -5 | -2 | 1 | i | -2.1 | -2 | i | -1 | 0
CS(=O)(=O)c1ccc(N)cc1 | -1 | -3 | -8 | -2 | i | -0.8 | 0 | i | -12 | -1
CS(=O)(=O)N(CC(=O)NCC1CCCO1)c1cc(Cl)cc(Cl)c1 (configuration not stated) | 0 | -6 | 4 | -1 | i | -1.0 | -4 | i | -5 | -1
COc1ccccc1NC(=O)CN1C(=O)C(C)Oc2ccccc21 (configuration not stated) | 1 | 5 | 0 | -2 | i | 0.9 | -2 | i | -8 | 1
CN1C[C@@H]2[C@@H]3C(=O)N(Cc4ccccc4)C(=O)[C@@H]3[C@](C)(C1=O)N2C(=O)c1ccc(C(F)(F)F)cc1 | -1 | 1 | -5 | -2 | i | 0.4 | 1 | i | -6 | -1

Source: PubChem BioAssay (several laboratories)
